Screening results from PubChem.
FXIa inh = inhibitors of human coagulation factor XIa. 33,000 compounds, 0.3% hits. AID 687. inhibition, % at 10 µM. P03951. purified human FXIa, fluorogenic AMC substrate cleavage;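 active = inhibition above 40% in the primary screen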;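 also: 0% = enzyme without compound and 100% = blank wells lacking enzyme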
Target sequence (P03951 19-387 limits assumed): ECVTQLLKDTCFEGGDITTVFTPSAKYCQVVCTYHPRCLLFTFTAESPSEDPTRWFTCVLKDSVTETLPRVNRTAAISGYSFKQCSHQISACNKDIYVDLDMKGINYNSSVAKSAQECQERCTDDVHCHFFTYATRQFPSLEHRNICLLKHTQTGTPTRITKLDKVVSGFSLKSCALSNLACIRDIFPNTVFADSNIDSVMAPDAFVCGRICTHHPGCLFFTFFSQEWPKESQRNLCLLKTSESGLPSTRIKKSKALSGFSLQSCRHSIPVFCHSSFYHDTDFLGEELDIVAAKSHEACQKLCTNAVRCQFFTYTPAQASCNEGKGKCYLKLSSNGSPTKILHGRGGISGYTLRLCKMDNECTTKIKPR
Target sequence (P03951 388-625 limits assumed): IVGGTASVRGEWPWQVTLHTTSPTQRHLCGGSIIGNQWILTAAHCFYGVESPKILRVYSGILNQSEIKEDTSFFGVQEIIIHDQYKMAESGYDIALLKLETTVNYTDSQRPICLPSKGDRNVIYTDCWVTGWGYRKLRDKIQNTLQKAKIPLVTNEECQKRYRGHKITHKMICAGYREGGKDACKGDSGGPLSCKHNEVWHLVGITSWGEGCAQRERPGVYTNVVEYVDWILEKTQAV
FXIIa single = inhibitors of human coagulation factor XIIa; purified human FXIIa, AMC substrate fluorescence, 2 h; inhibition, % at 10 µM; 33,000 compounds, 0.2% hits; AID 701; in the data active = inhibition above about 30%;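 also: 0% = enzyme with vehicle only and 100% = no enzyme blank; many of its hits are not listed in these tables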
Numbers without * were called inactive. An excerpt, so the mix of outcomes need not match the whole.

What do the screens show for `CC1C(c2ccccc2)C(C#N)(C#N)C2(C#N)C(=O)NC1(N)C2C` (stereo unspecified)?
FXIa inh: -1; FXIIa single: 8

How did Cc1ccc(-n2c(C)cc(/C=N/NC(=O)CC3(C)OCCO3)c2C)cc1 do in these assays?
FXIa inh: -7; FXIIa single: 6

Results for CN(c1ccccc1C(=O)Nc1cccc(Cl)c1Cl)S(C)(=O)=O ?
FXIa inh: 17; FXIIa single: -10

How did CCOC(=O)/C(C#N)=C1/C=CN(Cc2ccccc2)C=N1 do in these assays?
FXIa inh: 3; FXIIa single: 9

How did O=C(NNC1=C(C(=O)C(F)(F)F)CCC1)c1ccc(Cl)cc1 do in these assays?
FXIa inh: -3; FXIIa single: 7

What do the screens show for `O=C1CCC(C(=O)OCc2c(Cl)cccc2Cl)N1` (stereo unspecified)?
FXIa inh: 10; FXIIa single: 5

Results for CCCC(=O)N(CCN(C(=O)CCC)c1ccccc1)c1ccccc1 ?
FXIa inh: -1; FXIIa single: 4

What do the screens show for `COc1ccc(-c2cc(C(=O)NCCN3CCOCC3)c3ccccc3n2)c(OC)c1`?
FXIa inh: 10; FXIIa single: 13

Results for CCOC(=O)CC1=C(C(=O)OCC)C(c2cccnc2)C(C#N)=C(N)O1 (stereo unspecified) ?
FXIa inh: -2; FXIIa single: 4

What do the screens show for `CCCc1cc(-c2[nH]ncc2-c2ccc(C(=O)OCC)o2)c(O)cc1O`?
FXIa inh: 4; FXIIa single: 0

What do the screens show for `CCOC(=O)c1[nH]c(C)c(C(=O)Nc2ccc(C)c(Cl)c2)c1C`?
FXIa inh: -2; FXIIa single: 13

What do the screens show for `CCOC(=O)c1c(NC(=O)CSc2nnnn2CC)sc(C)c1C`?
FXIa inh: 6; FXIIa single: 5

How did Cc1ccc2nsnc2c1S(=O)(=O)N(Cc1ccco1)Cc1cc2cccc(C)c2[nH]c1=O do in these assays?
FXIa inh: -3; FXIIa single: -15

What do the screens show for `CCOC(=O)c1nc(Nc2ccccc2)c2ccccc2n1`?
FXIa inh: -1; FXIIa single: 6

What do the screens show for `COc1ccccc1NC(=O)CN(C)S(=O)(=O)c1cc(C)ccc1OC`?
FXIa inh: -1; FXIIa single: 5

How did Cc1ccc2nc(NC3=NCN(Cc4ccc5c(c4)OCO5)CN3)nc(C)c2c1 do in these assays?
FXIa inh: 0; FXIIa single: 2

Results for Cc1nc2sc3c(O)cc(=O)[nH]c3c2c(C)c1C ?
FXIa inh: -1; FXIIa single: -5

Results for O=C(CN1CCN(c2ccccn2)CC1)Nc1ccc(F)cc1 ?
FXIa inh: 8; FXIIa single: 5

What do the screens show for `CC(C)(C)c1ccc(C(=O)Nn2c(CCC(=O)O)ccc2-c2cccs2)cc1`?
FXIa inh: 1; FXIIa single: 14

Results for Nc1ccc(C(=O)Nc2ccc3nc(-c4cccnc4)[nH]c3c2)cc1 ?
FXIa inh: 3; FXIIa single: 2

The list goes on, starting with the last 2 of the part before.
What do the screens show for `CC(C)(C)c1ccc(C(=O)Nn2c(CCC(=O)O)ccc2-c2cccs2)cc1`?
FXIa inh: 1; FXIIa single: 14

Results for Nc1ccc(C(=O)Nc2ccc3nc(-c4cccnc4)[nH]c3c2)cc1 ?
FXIa inh: 3; FXIIa single: 2

What do the screens show for `Cc1ccc(S(=O)(=O)N2CCCSCC2)cc1`?
FXIa inh: -4; FXIIa single: 2

What do the screens show for `Cc1cccn2c(=O)c(/C=C(\C#N)S(=O)(=O)c3ccccc3)c(N3CCN(C)CC3)nc12`?
FXIa inh: -2; FXIIa single: 4

What do the screens show for `CCc1nc(OCc2ccco2)c2sc3nc4c(cc3c2n1)COC(C)(C)C4`?
FXIa inh: 7; FXIIa single: 6

How did CC1CCC2(CC1)NC(=O)N(CC(=O)c1cccn1C)C2=O (stereo unspecified) do in these assays?
FXIa inh: -11; FXIIa single: 9

Results for CC12CCC(C(=O)Nc3nccs3)(OC1=O)C2(C)C (stereo unspecified) ?
FXIa inh: 2; FXIIa single: 6

How did O=C(NCc1ccccc1)C1(c2ccccc2)CCN(S(=O)(=O)c2ccccc2)CC1 do in these assays?
FXIa inh: -4; FXIIa single: 3

How did CC(C)(C)NS(=O)(=O)c1ccc(CCC(=O)NCc2cccnc2)cc1 do in these assays?
FXIa inh: -6; FXIIa single: 20

Results for O=C(O)CN1CCCC1=Nc1ccccc1 ?
FXIa inh: -13; FXIIa single: 2

Results for CCN(C(=O)CSc1ncn[nH]1)C1CCCCC1 ?
FXIa inh: 4; FXIIa single: 4

How did O=C(CCCc1nc(-c2ccccc2Cl)no1)NC1CCCCC1 do in these assays?
FXIa inh: 4; FXIIa single: 4

Results for Cc1nc(SCC(=O)c2ccc(F)cc2)n[nH]1 ?
FXIa inh: -1; FXIIa single: 8

How did Cc1ccc(S(=O)(=O)NCC(=O)N2CCCCC2)cc1 do in these assays?
FXIa inh: 3; FXIIa single: 0

Results for O=C(O)CNC(=O)CC12CC3CC(CC(C3)C1)C2 ?
FXIa inh: 0; FXIIa single: 7

How did Cc1cccc(C)c1OCC(=O)NCc1nnc(SCC(=O)NC2CCCCC2)n1C do in these assays?
FXIa inh: 10; FXIIa single: 4

What do the screens show for `CCc1ccc(C(=O)CN(C#N)c2nc(C)cc(C)n2)cc1`?
FXIa inh: -13; FXIIa single: 4

How did CCOC(=O)c1ccc(COC(=O)c2ccc(-c3nnc(-c4ccccc4)o3)cc2)o1 do in these assays?
FXIa inh: -1; FXIIa single: 3

What do the screens show for `O=[N+]([O-])c1ccc(Cl)c(/C=N/N2CCN(Cc3ccccc3)CC2)c1`?
FXIa inh: 0; FXIIa single: 4

Results for CCNC(=O)CSc1nc2ccccc2c(=O)n1-c1cc(OC)ccc1OC ?
FXIa inh: -4; FXIIa single: 4

How did O=S1(=O)C=CC(Nc2ccccc2)C1 (stereo unspecified) do in these assays?
FXIa inh: 3; FXIIa single: 4

Results for O=C(CCn1c(=O)sc2ccccc21)Nc1ccon1 ?
FXIa inh: 1; FXIIa single: 5

How did COc1ccc2c(c1)C(=O)N(c1ccc(C)cc1)C(=O)C2 do in these assays?
FXIa inh: -3; FXIIa single: 15

What do the screens show for `CC(Sc1nnc(-c2cccs2)n1-c1ccccc1)C(=O)NCc1ccco1` (stereo unspecified)?
FXIa inh: -9; FXIIa single: -5

How did COc1cc(-c2[nH]nc3c2C(c2ccoc2)C(C#N)=C(N)O3)cc(OC)c1OC (stereo unspecified) do in these assays?
FXIa inh: 2; FXIIa single: 8

What do the screens show for `CCOC(=O)c1cc(-c2ccc(C)cc2)n(CCC(=O)NC(C)CC)c1C` (stereo unspecified)?
FXIa inh: -6; FXIIa single: 2

How did CCOCCCNC(=O)c1c[nH]c2ccc(C)cc2c1=O do in these assays?
FXIa inh: -4; FXIIa single: 5

What do the screens show for `CCC(c1nnnn1Cc1ccc(OC)cc1)N(CCCO)Cc1cc2cc3c(cc2[nH]c1=O)OCO3` (stereo unspecified)?
FXIa inh: -10; FXIIa single: 0

What do the screens show for `CC(C)OC(=O)COc1ccc(-c2ccccc2)cc1`?
FXIa inh: 2; FXIIa single: 6

How did O=C(CCn1c(=O)oc2ccccc21)Nc1nc2ccccc2s1 do in these assays?
FXIa inh: 9; FXIIa single: 7

How did COc1ccccc1N1CCN(C(=O)c2oc3ccccc3c2C)CC1 do in these assays?
FXIa inh: 1; FXIIa single: 6

Results for COc1ccc(CSc2nnc(Cc3sc(-c4ccccc4)nc3-c3ccccc3)o2)cc1 ?
FXIa inh: 6; FXIIa single: 5

How did CCN(c1cccc(C)c1)S(=O)(=O)c1cnc[nH]1 do in these assays?
FXIa inh: 1; FXIIa single: 17

How did O=S(=O)(c1ccc(N2CCCC2)cc1)C(F)(F)F do in these assays?
FXIa inh: -1; FXIIa single: 3

Results for COc1cc(-c2nc3cnccn3c2Nc2ccc(C(C)C)cc2)ccc1O ?
FXIa inh: 10; FXIIa single: -36

How did COC(=O)C1=C(C(=O)c2ccc(C)cc2)C(c2ccc(OC)c(OC)c2)n2nnnc2N1 (stereo unspecified) do in these assays?
FXIa inh: 6; FXIIa single: 10

Results for COC(=O)c1ccccc1NC(=O)c1ccc(COc2cccc3ccccc23)o1 ?
FXIa inh: 11; FXIIa single: 4

Results for CCOC(=O)C1CCN(S(=O)(=O)c2ccc(C(C)=O)cc2)CC1 ?
FXIa inh: 8; FXIIa single: 5

How did O=S(=O)(Cc1ccccc1)N1CCN(C2Cc3ccccc3C2)CC1 do in these assays?
FXIa inh: -4; FXIIa single: 3

How did Cc1ccc(C(=O)NCC(=O)N2CCN(c3ncccn3)CC2)s1 do in these assays?
FXIa inh: -10; FXIIa single: -2

How did CN(C)S(=O)(=O)c1ccc(NC(=O)c2ccc(Br)o2)cc1 do in these assays?
FXIa inh: 16; FXIIa single: -9

How did COC(=O)c1ccc(NC(=O)CCN2CCN(CCC(=O)Nc3ccc(C(=O)OC)cc3)CC2)cc1 do in these assays?
FXIa inh: 2; FXIIa single: -16

Results for CCOC(=O)c1cc2n(c1/N=C/N(C)C)-c1ccccc1C2=O ?
FXIa inh: -2; FXIIa single: 0

Results for CCN(CC)S(=O)(=O)c1ccc(NC(=O)C2CCCO2)cc1 (stereo unspecified) ?
FXIa inh: -10; FXIIa single: 11

How did CCCn1nnc(NC(=O)COc2ccc(CC)cc2)n1 do in these assays?
FXIa inh: 2; FXIIa single: -13

Results for CCOC(=O)C1=C(C)NC(SCC(=O)O)=C(C#N)C1c1ccco1 (stereo unspecified) ?
FXIa inh: 5; FXIIa single: 4

How did O=C(O)CCn1[nH]c(=O)c2ccccc2c1=O do in these assays?
FXIa inh: -7; FXIIa single: -1

How did COc1cc(C)nc(N(Cc2ccccc2)S(=O)(=O)c2ccccc2)n1 do in these assays?
FXIa inh: 2; FXIIa single: -13

How did CC(=O)Nc1c(I)c(NC(C)=O)c(I)c(C(=O)O)c1I do in these assays?
FXIa inh: 1; FXIIa single: 5

What do the screens show for `CC1C/C(=N/Nc2ccc([N+](=O)[O-])cc2[N+](=O)[O-])CC(C)(C)C1` (stereo unspecified)?
FXIa inh: -1; FXIIa single: 7

What do the screens show for `COc1ccc(CC(=O)NCc2ccco2)cc1OC`?
FXIa inh: 11; FXIIa single: 3

What do the screens show for `C=CCn1cnc2scc(-c3ccc(C)cc3)c2c1=O`?
FXIa inh: -3; FXIIa single: -1

How did COc1ccc(NC(=O)c2ccc(Cc3ccc(C)cc3)o2)cc1 do in these assays?
FXIa inh: -1; FXIIa single: 9

What do the screens show for `COc1ccc(-c2noc(CCC(=O)Nc3cccc(C)c3)n2)cc1`?
FXIa inh: -4; FXIIa single: 6

How did Cc1ccc(-c2noc(CCC(=O)NCCc3ccccc3Cl)n2)cc1 do in these assays?
FXIa inh: -5; FXIIa single: 6

What do the screens show for `COC(=O)c1cc(NC(=O)c2ccccc2)c(=O)oc1C/C=N\OCc1ccc(Cl)cc1Cl`?
FXIa inh: -2; FXIIa single: 13

How did CCOc1ccc(N=C2NC(=O)S/C2=C\c2ccc(O)cc2)cc1 do in these assays?
FXIa inh: -12; FXIIa single: 10

What do the screens show for `Cc1ccc(C(=O)Nc2ccc(S(=O)(=O)N3CCN(C)CC3)cc2)cc1`?
FXIa inh: -6; FXIIa single: 5

How did CC1CCN(C(=O)Nc2ccc3nsnc3c2)CC1 do in these assays?
FXIa inh: 0; FXIIa single: 1

Results for Cc1ccc(C)c(S(=O)(=O)NCCOC(=O)Nc2sc(=S)n(C)c2C)c1 ?
FXIa inh: 6; FXIIa single: 7

What do the screens show for `CCC(=O)Nc1ccc2c(c1)C(=O)N(C)C2=O`?
FXIa inh: -2; FXIIa single: 0

Results for CC(=O)c1ccc(N2CCN(CCC#N)CC2)c(F)c1 ?
FXIa inh: 5; FXIIa single: -19

What do the screens show for `CCOC(=O)C1CCCN(S(=O)(=O)c2cc(OCC(=O)NC3CCCCC3)c(C)cc2Cl)C1` (stereo unspecified)?
FXIa inh: 1; FXIIa single: -3

Results for O=C(C1CCCN(S(=O)(=O)Cc2ccccc2)C1)N1CCC(Cc2ccccc2)CC1 (stereo unspecified) ?
FXIa inh: -2; FXIIa single: 9

What do the screens show for `Cc1oc(-c2ccccc2Cl)nc1CS(=O)CC(=O)NCc1cccs1` (stereo unspecified)?
FXIa inh: 6; FXIIa single: 7

What do the screens show for `CCC1(CC)Cc2ccccc2C(N)=C1C#N`?
FXIa inh: 1; FXIIa single: 11

What do the screens show for `COC(=O)CSc1nc2ccc(C)cc2[nH]1`?
FXIa inh: -2; FXIIa single: 2

What do the screens show for `COc1ccccc1-n1c(SCC(=O)Nc2cccc3ccccc23)nc(O)cc1=O`?
FXIa inh: 23; FXIIa single: -16

Results for O=C(c1ccccc1)c1nnc(-c2ccccc2F)o1 ?
FXIa inh: 5; FXIIa single: 5

How did Cc1cc(C)nc(NC(=O)CSc2nnnn2-c2ccccc2)n1 do in these assays?
FXIa inh: 2; FXIIa single: 5

In the list so far, these contain a Cl atom:
Results for CN(c1ccccc1C(=O)Nc1cccc(Cl)c1Cl)S(C)(=O)=O ?
FXIa inh: 17; FXIIa single: -10

How did O=C(NNC1=C(C(=O)C(F)(F)F)CCC1)c1ccc(Cl)cc1 do in these assays?
FXIa inh: -3; FXIIa single: 7

What do the screens show for `O=C1CCC(C(=O)OCc2c(Cl)cccc2Cl)N1` (stereo unspecified)?
FXIa inh: 10; FXIIa single: 5

What do the screens show for `CCOC(=O)c1[nH]c(C)c(C(=O)Nc2ccc(C)c(Cl)c2)c1C`?
FXIa inh: -2; FXIIa single: 13

How did O=C(CCCc1nc(-c2ccccc2Cl)no1)NC1CCCCC1 do in these assays?
FXIa inh: 4; FXIIa single: 4

What do the screens show for `O=[N+]([O-])c1ccc(Cl)c(/C=N/N2CCN(Cc3ccccc3)CC2)c1`?
FXIa inh: 0; FXIIa single: 4

How did Cc1ccc(-c2noc(CCC(=O)NCCc3ccccc3Cl)n2)cc1 do in these assays?
FXIa inh: -5; FXIIa single: 6

What do the screens show for `COC(=O)c1cc(NC(=O)c2ccccc2)c(=O)oc1C/C=N\OCc1ccc(Cl)cc1Cl`?
FXIa inh: -2; FXIIa single: 13

What do the screens show for `CCOC(=O)C1CCCN(S(=O)(=O)c2cc(OCC(=O)NC3CCCCC3)c(C)cc2Cl)C1` (stereo unspecified)?
FXIa inh: 1; FXIIa single: -3

What do the screens show for `Cc1oc(-c2ccccc2Cl)nc1CS(=O)CC(=O)NCc1cccs1` (stereo unspecified)?
FXIa inh: 6; FXIIa single: 7
